FLuc modulator = firefly luciferase modulation, counter-screen for miR-21 project; P08659; purified FLuc, Km substrates, luminescence inhibition; Potency, µM (top dose mostly 57.5 µM), without a hit: at the highest dose activity change, negative = inhibition, hits mostly inhibitors; actives 6.9% (n = 360,000); AID 588342; active = well fitted inhibition curve with a large enough effect; inconclusive = small, poorly fitted or top-dose-only effect;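 also: plate controls were vehicle for no effect and reference inhibitor for full effect; nearly all actives have a fitted effect of over 55% in size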
Target sequence (P08659 whole entry, looked up): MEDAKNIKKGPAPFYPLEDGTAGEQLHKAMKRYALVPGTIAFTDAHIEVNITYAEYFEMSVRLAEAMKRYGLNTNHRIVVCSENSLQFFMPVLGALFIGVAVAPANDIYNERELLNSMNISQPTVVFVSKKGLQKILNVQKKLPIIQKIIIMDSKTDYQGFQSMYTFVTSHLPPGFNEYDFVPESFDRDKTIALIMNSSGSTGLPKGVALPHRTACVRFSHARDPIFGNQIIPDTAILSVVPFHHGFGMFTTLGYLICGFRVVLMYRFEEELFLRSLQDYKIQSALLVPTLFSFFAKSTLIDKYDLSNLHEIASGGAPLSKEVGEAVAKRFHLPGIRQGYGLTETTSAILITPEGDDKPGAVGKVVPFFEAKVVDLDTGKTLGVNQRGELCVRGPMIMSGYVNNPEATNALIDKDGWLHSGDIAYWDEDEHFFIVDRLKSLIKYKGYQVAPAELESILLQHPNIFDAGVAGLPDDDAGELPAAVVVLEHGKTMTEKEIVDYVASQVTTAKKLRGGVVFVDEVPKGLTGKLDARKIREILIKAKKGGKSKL
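Purified P. pyralis luciferase (10nM final) with 10uM D-luciferin and 10uM ATP (Km levels) in 50mM Tris acetate pH 7.5, 10mM Mg acetate, 0.01% Tween-20, 0.05% BSA; qHTS 6-point titration, ~60 µM downward; luminescence read.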
The depositor's hits bear a star; ? = inconclusive. Potency is read from the fitted curve at half-maximal effect. This is a subset (hit frequency here may not be typical).

canonical_smiles | FLuc modulator
CC(NC(=O)c1ccc2c(c1)sc1nc(-c3ccc(F)cc3)cn12)C12CC3CC(CC(C3)C1)C2 (configuration not stated) | -3%
Cc1cc(=O)[nH]c2nnc(SCC(=O)Nc3cc(C(F)(F)F)ccc3Cl)n12 | 3%
Oc1c(C(c2ccc(Cl)cc2)N2CCC3(CC2)OCCO3)sc2nc(-c3ccco3)nn12 (configuration not stated) | ?
COc1ccc(/C=C\c2onc(C)c2S(=O)(=O)N2CCC(C(=O)Nc3cccc(OC)c3)CC2)cc1 | -6%
COc1cccc(CNS(=O)(=O)c2cc3[nH]c(=O)c(=O)[nH]c3cc2C)c1 | -3%
CCOC(=O)c1ccccc1NC(=O)c1nn(-c2ccc(OC)c(Cl)c2)c(=O)c2c1c1ccccc1n2C | -1%
Cc1nc2ccn(Cc3cccnc3)c(=O)c2cc1C(=O)NCc1ccc(Cl)cc1 | -1%
CC1Cc2cc(S(=O)(=O)CCC(=O)Nc3ccc(F)c(Cl)c3)ccc2N1C(=O)C1CC1 (configuration not stated) | -8%
COc1ccc(NCc2nc3ccccc3n2CCOc2ccccc2C)cc1 | ?
O=C(CSc1nccn1Cc1ccc2c(c1)OCO2)Nc1ccccc1F | 6%
COc1ccc(C(=O)NCC(c2cccnc2)N2CCN(c3ccccc3OC)CC2)cc1 (configuration not stated) | -11%
Cc1ccc(NC(=O)CSc2nc(-c3ccc(F)cc3)nc3c2Cc2c(CO)cnc(C)c2O3)cc1C | -1%
CCOC(=O)c1c(S(=O)(=O)N2CCCC(C(=O)NCc3ccc(Cl)cc3)C2)c(C)n(C)c1C (configuration not stated) | -14%
CC(=O)Nc1ccc(S(=O)(=O)Nc2cc(-c3cn4ccccc4n3)ccc2C)cc1 | 17µM*
CCOC(=O)c1cc(C)n(CC2CCC(C(=O)Nc3ccccc3OC)CC2)c1C (configuration not stated) | -3%

The list goes on; it opens with the 3 that closed the last part.
canonical_smiles | FLuc modulator
CCOC(=O)c1c(S(=O)(=O)N2CCCC(C(=O)NCc3ccc(Cl)cc3)C2)c(C)n(C)c1C (configuration not stated) | -14%
CC(=O)Nc1ccc(S(=O)(=O)Nc2cc(-c3cn4ccccc4n3)ccc2C)cc1 | 17µM*
CCOC(=O)c1cc(C)n(CC2CCC(C(=O)Nc3ccccc3OC)CC2)c1C (configuration not stated) | -3%
COc1cccc(-c2cn3c(n2)sc2cc(C(=O)NCCC4=CCCCC4)ccc23)c1 | 7%
O=C(CSc1nc(=O)[nH]c2c1CCCC2)Nc1ccccc1C(F)(F)F | -1%
CCc1cc(=O)[nH]c(SCc2nc(-c3ccc(C(F)(F)F)cc3)no2)n1 | ?
O=C(NCC1CCCO1)c1c[nH]c2ccc(S(=O)(=O)Nc3cccc(C(F)(F)F)c3)cc2c1=O (configuration not stated) | ?
O=C(c1cccn1-c1nnc(N2CCCC2)s1)N1CCN(c2ccc(F)cc2)CC1 | 4%
Cc1nc2sc(C)c(C)n2c(=O)c1S(=O)(=O)N1CCN(c2ccccc2F)CC1 | -9%
COc1ccc(-c2nc(SCC(=O)c3ccc(OC)c(Br)c3)n[nH]2)cc1 | 0%
Cc1nn(C)c(C)c1S(=O)(=O)N(CC(=O)Nc1ccc(F)cc1F)c1ccc(C(C)C)cc1 | -10%
Cc1ccc(S(=O)(=O)c2cn(C)c3cc(N4CCN(c5ccccc5)CC4)c(F)cc3c2=O)cc1 | 0%
Nc1ccc2oc(-c3ccccc3Br)nc2c1 | 3.4µM*
COc1ccc(OC)c(C(C)NC(=O)Cn2c(=O)cc(C)c3c(C)nn(-c4ccc(C)cc4)c32)c1 (configuration not stated) | -5%
CCCCN(CC)CCNC(=O)Cn1cnc2sc(C)c(S(=O)(=O)N3CCN(c4ccccc4OC)CC3)c2c1=O | 1%
CCOc1cc(C#N)c(NC(=O)Cn2nnc(-c3ccc(C)cc3)n2)cc1OCC | 0%
COc1ccccc1NC(=O)C1=C(C)Nc2nc(SCc3cc(C)ccc3C)nn2C1c1ccccc1 (configuration not stated) | 0%
COCCNC(=O)CCCn1c(SCC(=O)c2ccc(F)cc2)nc2c(sc3ccccc32)c1=O | -1%
Cn1c(=O)c2cc(C(=O)N3CCN(c4cccc(C(F)(F)F)c4)CC3)sc2c2ccccc21 | 0%
COc1ccc(Cn2cc(C(=O)c3ccc(Cl)cc3)c(=O)c3cc4c(cc32)OCO4)cc1 | -1%
Cc1ccc(Nc2cc(C(=O)NC3CCCC3)c3ccccc3n2)c(C)c1 | -8%
CCCc1cc(=O)oc2c(C)c3c(cc12)CN(CCc1ccc(Cl)cc1)CO3 | -10%
Cc1c(Cl)cccc1-n1ncc(C(=O)N2CCN(c3ncccn3)CC2)c1C1CCN(C(=O)OC(C)(C)C)CC1 | 3%
CCc1ccc2occ(CC(=O)Nc3nnc(C)s3)c2c1 | 0%
Cc1c(-c2cccc(NC(=O)C(C)(C)C)c2)nc2ncccn12 | -5%
Oc1c(C(c2ccccc2)N2CCCC2)sc2nc(-c3ccco3)nn12 (configuration not stated) | -14%
CCc1ccc(NC(=O)Cn2c(=O)n(Cc3ccc4c(c3)OCO4)c(=O)c3oc4ccccc4c32)cc1 | 0%
COc1ccc(S(=O)(=O)N(CC(=O)Nc2cc(Cl)ccc2C)Cc2ccccc2)cc1OC | 5%
COc1cccc(C(=O)N2c3cc(C)ccc3C(C)(c3ccccc3)CC2(C)C)c1 (configuration not stated) | 5%
Cc1cccc(Cn2c(SCc3ccc(C(=O)NCCc4ccccc4)cc3)nc3ccncc32)c1 | -12%
COc1cccc(CN2C(=O)CN(C3CCCCC3)C(=O)C2c2ccc(OC(C)C)c(OC)c2)c1 (configuration not stated) | -1%
Cc1ccc(NC(=O)c2ccc(NC(=O)N3CCSc4ncccc43)cc2)cc1Cl | ?
COc1ccc(NC(=O)c2c(NC(=O)COc3ccccc3)sc3c2CCC(C)C3)cc1 (configuration not stated) | -6%
C=Cc1ccc(Cn2c(SCC(=O)N3CCN(c4ccc(F)cc4)CC3)nc3ccccc32)cc1 | 3%
Cc1c(C)n(Cc2ccc(F)cc2)c2ccc(C(=O)N3CCN(c4ccc(F)cc4)CC3)cc12 | 7%
Cc1nc2ccn(Cc3cccs3)c(=O)c2cc1C(=O)NCc1ccc(Br)cc1 | -7%
CCOC(=O)c1ccc(NC(=O)CCCn2nc(C)c3sc4ccccc4c3c2=O)cc1 | -8%
Cc1ccc(N2CCN(C(=O)c3cn(C)c4ccc(S(=O)(=O)N5CCCC5)cc4c3=O)CC2C)cc1 (configuration not stated) | 0%
CCOc1ccc(CNC(=O)Cn2nc(C)n3cccc3c2=O)cc1 | -3%
CCCn1c2ccccc2c2cnn(CC(=O)N(CC)c3cc(C)ccc3C)c(=O)c21 | ?
Cc1ccccc1C(=O)Nc1ccc(OCc2cc(=O)n3ccccc3n2)cc1 | -4%
CN(Cc1ccccc1)S(=O)(=O)c1ccc2[nH]c3c(c2c1)CCCCC3 | -13%
CC(C)NC(=O)C1CCC(Cn2c(=O)c3sccc3n(Cc3ccc(F)cc3)c2=O)CC1 (configuration not stated) | 0%
CCOC(=O)N1CCc2c(sc(NCc3sccc3C)c2C(=O)Nc2ccccc2OCC)C1 | -16%
CCCOc1ccccc1-c1nc(SCC(=O)c2ccccc2)n[nH]1 | -16%
Clc1ccc(-c2nc3ccccn3c2Nc2ccc3c(c2)OCCO3)s1 | ?
CCCc1nc2ccccc2n1CC(O)COc1ccc(C(=O)OC)cc1 (configuration not stated) | -20%
Cc1cc2nc(-c3ccc(NC(=O)c4ccc(OCC(C)C)cc4)cc3)oc2cc1C | -12%
O=C(Nc1ccc(S(=O)(=O)Nc2ncccn2)cc1)c1cc(=O)c2ccccc2o1 | 4%
CCc1ccc(NC(=O)C(=O)NCC(c2cccnc2)N2CCN(Cc3ccccc3)CC2)cc1 (configuration not stated) | -7%
CCOC(=O)c1c(C)[nH]c(C)c1S(=O)(=O)N1CCCC(C(=O)NCc2ccc(C)cc2)C1 (configuration not stated) | 1%
CCOc1ccc(C(=O)Nc2ccc3nc4c(c(Nc5ccccc5OC)c3c2)CCCC4)cc1 | -11%
COc1ccc(C(=O)Nc2ccc(-c3nc4ncccc4o3)cc2)cc1 | 5%
COc1ccc(Cc2nc3ccccc3n2Cc2ccccc2C)cc1 | ?
O=C(Nc1ccc(Cl)cc1Cl)c1cc(S(=O)(=O)N2CCCCCC2)ccc1F | 3%
COc1cccc(CNC(=O)c2ccc3c(c2)nc2n3CCC(C)C2)c1OC (configuration not stated) | ?
Cc1ccc(C(=O)CC2(O)C(=O)N(Cc3ccccc3)c3ccc(Br)cc32)cc1 (configuration not stated) | -5%
Cc1cccc(NC(=O)CSc2ncc3c(n2)-c2cc(Cl)ccc2N(C)S3(=O)=O)c1C | -1%
CCOC(=O)c1cc2c(=O)n3ccccc3nc2n(CC2CCCO2)c1=NC(=O)c1cccc(C)c1 (configuration not stated) | -6%
O=C(NCCc1ccccc1)c1ccc(CSc2nc3cccnc3n2Cc2ccc(F)cc2)cc1 | -11%
Cc1cc(=O)n2[nH]c(NC(=O)c3cccc(Cl)c3)nc2n1 | -17%
COc1ccccc1NC(=O)CN1C(=O)CSc2ccc(S(=O)(=O)N3CCCC3)cc21 | -7%
COc1ccc(N2CCN(C(=O)c3c4c(nc5ccccc35)C(=O)N(C3CCCCC3)C4)CC2)cc1 | 4%

Taken from above (2 entries):
canonical_smiles | FLuc modulator
COc1ccccc1NC(=O)CN1C(=O)CSc2ccc(S(=O)(=O)N3CCCC3)cc21 | -7%
COc1ccc(N2CCN(C(=O)c3c4c(nc5ccccc35)C(=O)N(C3CCCCC3)C4)CC2)cc1 | 4%

The results go on:
canonical_smiles | FLuc modulator
CN(C)CCNC(=O)c1ccc(-n2c(-c3ccccc3)cc3c2CCCCC3)cc1 | -19%
CCCOc1ccc(C2c3c(-c4ccccc4O)n[nH]c3C(=O)N2CCc2ccccc2)cc1OCC (configuration not stated) | -1%
COc1ccc2c(c1)C=C(C(=O)NCc1cc(Br)ccc1OC)CO2 | -7%
Cc1[nH]c2ccc(C(=O)N3CCN(c4ccccc4F)CC3)cc2c1C | -15%
Cc1ccccc1C(=O)NCc1ccc2c(c1)CCN2C(=O)c1ccc(F)cc1 | ?
COc1ccc(C2c3[nH]c4ccccc4c3CCN2C(=O)CCC2CCCC2)cc1 (configuration not stated) | -1%
O=C(O)c1ccc2oc(=O)n(Cc3ccccc3)c2c1 | ?
O=C(Nc1c(C(=O)Nc2cccc(C(F)(F)F)c2)oc2ccccc12)c1cc(=O)c2ccccc2o1 | -1%
Cc1ccc2nc(-c3ccc(N4CCOCC4)cc3)c(Nc3ccccc3C)n2c1 | 1.9µM*
COc1ccc2c(CNCCc3cccs3)c(C(=O)O)n(Cc3ccc(F)cc3Cl)c2c1 | -6%
Cc1ccc(C(=O)c2cn(Cc3ccccc3C)c3nc(C)ccc3c2=O)cc1 | 4%
Cc1ccccc1CN1C(=O)C(O)(CC(=O)c2cccc(Br)c2)c2ccccc21 (configuration not stated) | 2%
Cc1ccc(Cl)cc1N1CCN(C(=O)c2cc3ccc4cccnc4c3[nH]2)CC1 | -13%
CSc1ncc(C(=O)N2CCN(c3ccc(F)cc3)CC2)c(C)n1 | 1%
CC(=O)c1cccc(NS(=O)(=O)c2ccc3[nH]c4c(c3c2)CCCCC4)c1 | -3%

Single entries from the list:
COc1ccc2c(CNCCc3cccs3)c(C(=O)O)n(Cc3ccc(F)cc3Cl)c2c1 @ FLuc modulator: -6%
Cc1ccccc1CN1C(=O)C(O)(CC(=O)c2cccc(Br)c2)c2ccccc21 (configuration not stated) @ FLuc modulator: 2%

Additional results:
canonical_smiles | FLuc modulator
CCCCCOc1ccc(NC(=O)Cc2csc(C)n2)cc1 | -1%
Cc1ccc(Cn2c(CNC(=O)c3cccc(C)c3)nc3ccccc32)cc1 | -1%
O=C(Cn1ncc2c3ccccc3n(Cc3ccccc3)c2c1=O)NCCCN1CCCCC1 | 1%
Cn1c(=O)oc2cc(S(=O)(=O)CCC(=O)N3CCN(c4cccc(Cl)c4)CC3)ccc21 | -2%
Cc1cccc(C)c1OCc1nc2c3cnn(-c4cccc(F)c4)c3ncn2n1 | 1%
COc1ccc(N2CCN(c3oc(-c4ccc(COc5cccc(C)c5)o4)nc3C#N)CC2)cc1 | -7%
O=C(Nc1cc(Cl)cc(Cl)c1)c1ccc(F)c(S(=O)(=O)N2CCCC2)c1 | -19%
Cc1cccc(Cn2cc(C(=O)c3ccccc3)c(=O)c3cc4c(cc32)OCO4)c1 | -3%
Cc1cc(NC(=O)c2cc(-c3ccc(Br)cc3)on2)nn1Cc1ccc(Cl)cc1 | -5%
C=C(C)Cn1c(SCC(=O)Nc2ccccc2C)nc2sc3c(c2c1=O)CCCC3 | -13%
Cc1cc2n(n1)CCC(=O)N2Cc1ccc(C(=O)Nc2cccc(C(F)(F)F)c2)cc1 | -16%
Cc1ccc(CN2CCCn3nc(C(=O)NCc4ccc(OC(C)C)cc4)cc3C2=O)cc1 | -15%
CCOc1ccc(C(c2c(O)cc(C)n(Cc3ccco3)c2=O)N2CCN(c3ccccc3)CC2)cc1 (configuration not stated) | ?
Cc1ccc(Cn2nc(C)c(NC(=O)c3cc(-c4ccc(F)cc4)on3)c2C)cc1 | 0%
Cc1nn2c(=O)cc(COC(=O)c3cccc(NC(=O)c4ccc(C(C)(C)C)cc4)c3)nc2s1 | 0.54µM*
CSCCC(NS(=O)(=O)c1ccc2c(c1)oc(=O)n2C)C(=O)N1CCN(c2ccc(C(C)=O)cc2)CC1 (configuration not stated) | 0%
Fc1ccc(Nc2nc3nonc3nc2Nc2cccc(C(F)(F)F)c2)cc1 | -18%

Compound activity as filed in PubChem BioAssay.
